GRP78 ERSR act = qHTS for Inducers of the Endoplasmic Reticulum Stress Response (ERSR) in Human Glioma: qHTS | U87-MG GRP78 promoter luciferase reporter, 16 h | Potency, µM, without a hit: top-dose activation, most hits filed as activators | 420,000 compounds, 0.02% hits | AID 602332, 2012; note: potency is the fitted concentration of half-maximal effect; series mostly up to about 76 µM; % of control where 0% means no effect; nearly all actives have a fitted effect of over 35% in size
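ERSR induction read as luciferase luminescence (Bright-Glo, 10 min at room temperature) in stably transfected human U87-MG glioma cells exposed to compounds for 16 h, using GRP78 as sensor.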
D1 ag = Allosteric Agonists of the Human D1 Dopamine Receptor: qHTS; D(1A) dopamine receptor (Homo sapiens), P21728; HEK293 T-REx D1 cells, calcium flux, agonist mode; activation, % at 2 µM; 360,000 compounds, 1% hits; AID 504660, 2011; in the data active = activation above about 30%; note: 0% is about no effect
Target sequence (P21728 whole entry, looked up): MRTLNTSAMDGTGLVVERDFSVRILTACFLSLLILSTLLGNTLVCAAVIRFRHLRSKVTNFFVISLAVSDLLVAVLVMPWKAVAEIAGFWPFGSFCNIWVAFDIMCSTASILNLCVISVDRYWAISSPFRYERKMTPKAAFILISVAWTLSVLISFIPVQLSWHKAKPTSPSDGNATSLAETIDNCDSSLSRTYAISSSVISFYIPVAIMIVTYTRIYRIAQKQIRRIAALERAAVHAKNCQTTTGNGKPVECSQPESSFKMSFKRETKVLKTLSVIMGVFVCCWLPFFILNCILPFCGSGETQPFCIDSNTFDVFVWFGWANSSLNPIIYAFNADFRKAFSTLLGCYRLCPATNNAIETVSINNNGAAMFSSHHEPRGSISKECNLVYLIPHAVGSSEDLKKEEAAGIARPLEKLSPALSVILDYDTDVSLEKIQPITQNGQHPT
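Inducible HEK293 T-REx D1 cells, force-coupled to calcium signalling, were plated at 4000 cells/well with tetracycline and held overnight at 30 C. After no-wash calcium dye loading, compound-evoked calcium rise over 180 s flagged agonists.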
Vif-APOBEC3F blk = qHTS for Inhibitors of Vif-A3F Interactions: qHTS | HeLa A3F-eYFP + Vif (tagged APOBEC3F with the HIV-1 protein that degrades it), YFP fluorescence increase | Potency, µM (series often up to 46.1 µM), without a hit: at the top dose activity, negative = active | 390,000 compounds, 0.2% hits | AID 602313, 2012; note: potency is the fitted concentration of half-maximal effect; % of control where 0% means no effect; nearly all actives have a fitted effect of over 65% in size
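HeLa cells stably expressing Vif plus C-terminally eYFP-tagged A3F were seeded, incubated overnight at 37 deg C, dosed with compound, incubated overnight again at 37 deg C. Yellow fluorescence (Ex 488/Em 500-530) reported blocked Vif-mediated A3F-eYFP degradation.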
D1 potentiator = Potentiators of Human D1 Dopamine Receptor: qHTS; HEK293 TREx D1 cells, calcium flux, dopamine EC20 potentiation; potentiation, % at 10 µM; 360,000 compounds, 0.036% hits; AID 504651, 2011; in the data active = potentiation above about 30%; note: 0% is about no effect
Vif-APOBEC3G blk = qHTS for Inhibitors of Vif-A3G Interactions: qHTS. HeLa A3G-eYFP + Vif (tagged APOBEC3G with the HIV-1 protein that degrades it), YFP fluorescence, overnight. DNA dC->dU-editing enzyme APOBEC-3G (Homo sapiens), Q9HC16. AID 602310, 2012. Potency, µM (titrated, usually from 46.1 µM), without a hit: at the highest dose activity, negative = active, usual class: inhibitors. 410,000 compounds, 0.076% hits;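 note: potency is the fitted concentration of half-maximal effect; % is set by controls: 0 for no effect and ±100 for the full control effect; nearly all actives have a fitted effect of over 60% in size; hits raise eYFP signal because A3G escapes Vif-driven loss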
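HeLa cells stably expressing Vif and C-terminally eYFP-tagged A3G, seeded overnight at 37 deg C, then exposed to compound by pintool overnight at 37 deg C. Rise in yellow fluorescence (Ex 488/Em 500-530, Acumen) marks blocked Vif-driven A3G degradation.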
D2 potentiator = HTS Assay for Positive Allosteric Modulators of the Human D2 Dopamine Receptor: Primary Screen for Potentiators. D(2) dopamine receptor (Homo sapiens), P14416. HEK293 T-REx D2, calcium flux, EC20 dopamine potentiation. potentiation, % at 10 µM. 340,000 compounds, 0.34% hits. AID 485347, 2010;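 active = potentiation over 3 SD above the plate norm, cut at about 30% in these data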; note: 0% is about no effect
Target sequence (P14416 whole entry, looked up): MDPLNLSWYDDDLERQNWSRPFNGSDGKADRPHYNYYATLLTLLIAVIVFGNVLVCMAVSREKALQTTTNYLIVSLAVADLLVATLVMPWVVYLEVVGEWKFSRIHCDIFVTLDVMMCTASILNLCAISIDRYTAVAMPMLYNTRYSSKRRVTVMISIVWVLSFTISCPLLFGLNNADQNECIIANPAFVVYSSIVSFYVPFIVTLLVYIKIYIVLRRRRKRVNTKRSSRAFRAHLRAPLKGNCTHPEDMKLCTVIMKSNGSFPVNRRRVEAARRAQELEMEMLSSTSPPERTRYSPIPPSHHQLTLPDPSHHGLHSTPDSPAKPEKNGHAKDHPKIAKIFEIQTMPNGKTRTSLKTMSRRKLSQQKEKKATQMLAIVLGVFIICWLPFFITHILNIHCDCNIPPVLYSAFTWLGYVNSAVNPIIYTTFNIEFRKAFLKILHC
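Cells plated with tetracycline inducer and held overnight at 30 C; calcium dye loaded 30–90 min at room temperature; baseline taken, compound added and read 180 s; EC20 dopamine then added and read 180 s.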
RXFP1 ag = qHTS Assay for Agonists of the Relaxin Receptor RXFP1; Relaxin receptor 1 (Homo sapiens), Q9HBX9; HEK293T-RXFP1 cAMP TR-FRET, 30 min; response scale: percent of porcine relaxin response, buffer zero; Potency, µM (top dose mostly 57.5 µM), without a hit: at the highest dose activation, usual class: activators; 370,000 compounds, 0.3% hits; AID 2676, 2010; note: potency is the fitted concentration of half-maximal effect; % is set by controls: 0 for no effect and ±100 for the full control effect; nearly all actives have a fitted effect of over 60% in size; many of its hits are not listed in these tables
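HEK293T cells stably expressing RXFP1 were pretreated with the PDE4 inhibitor Ro 20174, exposed to compounds for 30 min at 37C, lysed, and cAMP was read by TR-FRET. Data normalized to buffer (basal) and 29 nM porcine relaxin (100%).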
D1 antagonist = Antagonist of Human D 1 Dopamine Receptor: qHTS; D(1A) dopamine receptor (Homo sapiens), P21728; activity change, negative = inhibition, % at 10 µM; 360,000 compounds, 3.2% hits; AID 504652, 2011; HEK293 TREx D1 cells, calcium flux, dopamine EC80; stronger effect = lower value; in the data active = activity change below about -30%; note: % is set by controls: 0 for no effect and ±100 for the full control effect
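Tetracycline-induced HEK293 T-REx cells with force-coupled D1 receptor were loaded with a no-wash calcium dye. Compound was added after a 10 s baseline and read kinetically for 180 s; EC80 dopamine was then added and calcium flux followed another 180 s.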
LDHA block = qHTS assay for inhibitors of human lactate dehydrogenase | activity change, % (values are at about 110 or 230 µM) | 480,000 compounds, 0.15% hits | purified LDHA, NADH/diaphorase-resazurin fluorescence; stronger effect = lower value | AID 1347041, 2019; in the data active = activity change below about -30%; inconclusive = mostly about -25% to -30%;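 note: plate controls were DMSO wells for no effect and wells without enzyme for full effect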
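Resorufin fluorescence (ex540/em590), read at 0 and 20 min after diaphorase/resazurin addition, reports the NADH left after a 5 min room-temperature reaction of 2 nM human LDH5 with 0.06 mM NADH and 0.2 mM pyruvate.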
* hit, by the source's call; ? = inconclusive; . = not tested or not shown; & = joins results of further samples. Unless noted, calls come from the whole dose curve; as a rule, active = well fitted curve in the direction sought with a large enough effect; inconclusive = small, poorly fitted or top-dose-only effect, or another doubt; inactive = no such curve, though single readings can be large; an effect the other way counts as inactive or inconclusive.

Compound	GRP78 ERSR act	D1 ag	Vif-APOBEC3F blk	D1 potentiator	Vif-APOBEC3G blk	D2 potentiator	RXFP1 ag	D1 antagonist	LDHA block
Cc1ccccc1-c1nc(CS(=O)(=O)CC(=O)NC2CC2)c(C)o1	-2%	3	-12%	-4	0%	9	0.1%	-5	-12
Cc1ccc(-c2nc(C)sc2CC(=O)OCC(=O)Nc2ccc(F)c(Cl)c2)cc1	-4%	.	-25%	.	1%	.	.	.	-3
CCc1ccc(/C(C)=N/NC(=O)CNC(=O)/C=C/c2ccco2)cc1	-4%	.	-15%	.	1%	.	.	.	1
COc1cccc(N2CC(C(=O)NC3CCCCC3)CC2=O)c1 (configuration not stated)	-4%	1	2%	1	0%	-7	-1.3%	-1	-2
c1ccc2cc3[nH]c(CN4CCCCC4)nc3cc2c1	3%	9	2%	.	1%	-21	0.9%	14	2
COc1ccccc1C(=O)NC(CCSC)C(=O)OC(C)C(=O)NC1CC1 (configuration not stated)	-3%	2	-2%	-4	-2%	-1	-0.5%	-19	-7
COc1ccc2noc3c2c1C(=O)c1ccccc1-3	-1%	.	?	.	17%	.	.	.	11
Cc1cc(C)cc(C(=O)NN2CCOCC2)c1	-5%	1	-15%	-3	1%	0	5.6%	2	-5
Cc1ccc(CNC(=O)c2cc(S(=O)(=O)N3CCCC(C)C3)cn2C)cc1 (configuration not stated)	-3%	5	-4%	-1	-2%	6	4.3%	-12	6
COc1ccc2nc(NC(=O)CSc3nnc(-c4ccoc4C)n3C)sc2c1	-7%	1	8%	3	-4%	-2	0.5%	-12	-3
CC(=O)Nc1ccc(NC(=O)C(C)Oc2ccc(C)nc2[N+](=O)[O-])cc1 (configuration not stated)	-3%	1	3%	-4	0%	-9	1.0%	7	-4
Cn1c(N)c(C(=O)c2cc(-c3ccccn3)nc3ccccc23)c(=O)[nH]c1=O	-2%	1	-14%	0	2%	6	-0.1%	-6	-3
CSc1nc2ccccc2cc1/C=C(\C#N)c1ccccc1	-1%	11	7%	-2	?	0	-1.5%	1	-4
COc1cc2[nH]c(=O)n(CCCC(=O)NCc3ccccc3Cl)c(=O)c2cc1OC	0%	2	-2%	1	1%	1	-1.2%	-6	-19
O=C(O)c1ccc(Cl)c(NC(=O)C2CCCN2S(=O)(=O)c2cccc3nsnc23)c1 (configuration not stated)	-3%	0	-7%	-2	-2%	-6	1.7%	-40*	-1
O=[S+]([O-])(/C=C/c1nc(Nc2cc(F)cc(F)c2)c2ncn(CC(F)F)c2n1)c1ccccc1	.	0	.	3	.	.	.	4	-3
O=C(NCC(=O)N1CCN(S(=O)(=O)c2ccccc2F)CC1)c1ccc(Br)o1	-3%	3	5%	8	2%	9	-0.4%	-7	-4
CS/C(=C\[N+](=O)[O-])Nc1ccc(C)cc1	-1%	1	-10%	0	-6%	4	-1.2%	6	-8
Cc1nc2ccc(Br)cn2c1NC(C)(C)C	-1%	0	-7%	-1	3%	-13	0.8%	1	-3
Cc1ccc(NC(=O)Cn2ccc([N+](=O)[O-])n2)cc1C	-3%	2	1%	3	-5%	6	3.6%	18	-8
N#Cc1ccc(C2=CC(=O)C[C@H](c3ccc4c(c3)OCO4)C2)cc1	-1%	-1	3%	0	4%	16	1.5%	-3	-4
C=CCNC(=O)/C(=C\c1cccc([N+](=O)[O-])c1)NC(=O)c1ccccc1	1%	1	8%	0	-4%	6	0.5%	7	-5
CCn1nc(C)c(CN2CCC(n3nccc3NC(=O)CCCc3ccccc3)CC2)c1C	-2%	2	3%	-5	-1%	-4	-0.3%	3	-3
Cc1ccccc1Nc1nc(N)nc(COc2ccc(C#N)cc2)n1	-4%	4	15%	0	3%	0	-0.1%	-18	2
CC(C)(C)OC(=O)N1CCC(CNC(=O)c2ccc(F)cc2)CC1	-6%	3	9%	3	-1%	-20	0.0%	-9	-6
O=C(NCCCN1CCCCCC1)c1ccc2c(c1)sc1nc(-c3ccccc3)cn12	-3%	2	?	4	7%	-6	1.5%	-12	-17
O=C(Cn1nc(C(F)F)cc1C(F)F)NNC(=S)Nc1ccc(Cl)cc1	-4%	2	1%	-3	3%	5	1.8%	-9	-3
CCc1ccccc1N1C(=O)N(Cc2cc(=O)n3ccccc3n2)c2ccccc2S1(=O)=O	-1%	1	0%	3	-4%	.	3.8%	7	0
CC(C(=O)Nc1cc([N+](=O)[O-])ccc1Cl)N1CCN(c2ccccc2O)CC1 (configuration not stated)	-2%	2	1%	-7	-29%	-3	1.9%	-19	3
O=C(COC(=O)/C=C/c1ccc2c(c1)OCO2)NC1CC1	3%	2	-1%	9	1%	-4	0.2%	-18	-11
CCNc1nc(C#N)nc2c1ncn2-c1cccc(Cl)c1	.	1	.	-5	.	.	.	-10	-2
O=C(CSc1ccc(-c2cccnc2)nn1)Nc1ccccc1C(F)(F)F	-3%	1	-4%	-4	-4%	2	4.8%	-1	1
CCC1(c2ccccc2)NC(=O)N(CC(=O)Nc2ccccc2N2CCCCC2)C1=O (configuration not stated)	-5%	19	-13%	12	-6%	12	-2.2%	0	3
CCOC(=O)c1c(NC(=O)c2cc3nc(-c4ccccc4)cc(C(F)(F)F)n3n2)sc2c1CCC(C)C2 (configuration not stated)	1%	0	0%	1	-4%	-4	-2.3%	21	-4
Cc1ccnc(NC(=O)c2cccc(S(=O)(=O)NCc3ccccc3)c2)c1	0%	9	-6%	-7	0%	10	-0.1%	-15	-2
O=C(c1ccc(S(=O)(=O)N2CCCCC2)cc1)c1nnc(-c2ccc(Cl)cc2)o1	-2%	2	-14%	1	0%	2	0.7%	5	-4
O=C(Nc1ccc(F)cc1)c1ccc(S(=O)(=O)N2CCCC2)cc1	-1%	1	-3%	-3	-4%	10	-0.6%	-8	-2
C=CCc1ccccc1OCC(O)CN1C(=O)c2ccccc2C1=O (configuration not stated)	0%	2	9%	-8	1%	5	2.2%	-21	-1
CCOc1ccc(-n2nnnc2SCC(=O)N2CCOCC2)cc1	-2%	1	1%	0	2%	-1	-3.9%	-12	-9
COC(=O)c1oc2ccc(Br)cc2c1NC(C)=O	0%	-1	5%	-3	-5%	-6	7.9%	-6	1
CC(=O)N1CCN(c2ccc(NCc3ccc(-c4ccc(Br)cc4)o3)cc2)CC1	-4%	.	-11%	.	-17%	.	.	.	14&8
Cc1ccccc1N1CCN(C2=NC(=O)/C(=C/c3cn[nH]c3-c3ccccc3)S2)CC1	-3%	2	9%	-6	0%	5	3.5%	-12	1
CCOc1ccccc1NC(=O)Nc1cc(C(=O)NCc2ccc(C)cc2)ccc1N1CCCC1	1%	4	-17%	0	-6%	9	1.9%	3	-4
CCC1CCCCN1C(=O)COC(=O)c1cccs1 (configuration not stated)	5%	.	-19%	.	0%	.	.	.	-7
C/C(=N\NC(=O)Cn1nnc2ccccc21)c1ccco1	-2%	3	-1%	-5	0%	-4	0.0%	5	0
COCCNc1ccc(-c2nc(-c3ccco3)no2)cc1[N+](=O)[O-]	1%	10	-17%	-1	?	8	0.3%	1	-11
O=S(=O)(NCc1ccccc1)c1ccc2ccccc2c1	3%	0	0%	3	3%	.	-0.3%	26	0
C=CCn1cccc(C(=O)Nc2ccc(C)cc2)c1=O	0%	3	0%	-1	-1%	14	-1.8%	-3	-3
COc1ccc(CCNC(=O)COC(=O)c2cncc(Br)c2)cc1OC	0%	.	15%	.	-1%	.	.	.	-1
Cc1ccc(NC(=O)CN(C)C(=O)C(Sc2ccccc2)c2ccccc2)cc1 (configuration not stated)	-4%	9	-2%	.	4%	7	0.3%	3	-3

Next entries
Compound	GRP78 ERSR act	D1 ag	Vif-APOBEC3F blk	D1 potentiator	Vif-APOBEC3G blk	D2 potentiator	RXFP1 ag	D1 antagonist	LDHA block
COc1ccccc1CC(=O)Nc1ccc(-c2noc(COc3cccc(C)c3C)n2)cc1	-4%	7	-10%	2	5%	-2	2.6%	5	0
Cc1ccccc1NC(=S)NC(NC(=O)COc1ccccc1)C(Cl)(Cl)Cl (configuration not stated)	0%	4	2%	-1	-1%	.	-0.9%	16	-3
Cc1cccc(NC(=O)c2cc(S(=O)(=O)N3CCc4ccccc43)ccc2F)c1C	-2%	-2	-1%	-1	6%	-11	-0.4%	23	-4
O=C(Cc1ccccc1)Nc1ccc(CN2CCOCC2)cc1	10%	8	-7%	-3	1%	.	-0.4%	-5	-4
S=c1nc(C2CC2)n(-c2ccccc2)[nH]1	-5%	1	13%	1	1%	1	-3.3%	9	-11
CCOc1ccc(N2CC(C(=O)Nc3ccccn3)CC2=O)cc1 (configuration not stated)	-3%	-1	0%	-9	0%	8	-1.3%	-36*	0&2
Cc1cc(-c2ccccc2)nc2cc(C(=O)Nc3cc(C(F)(F)F)ccc3Cl)nn12	-5%	-1	-12%	0	-2%	-5	0.6%	2	-2
Cc1ccccc1OCC(=O)NCCC(=O)O	-2%	3	-7%	-2	-1%	8	1.5%	-2	-6

A portion of the library, so the mix of outcomes need not match the whole.
